# From PubChem
# RAD52 inh – RAD52 (human) annealing inhibition | actives 0.46% (n = 360,000) | AID 651710 | inhibition, % at 18.7 µM | recombinant RAD52 DNA annealing, FRET fluorescence | P43351;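 active means every replicate showing at least 50% inhibition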
# ARNT TACC3 PPI – disrupts binding between human ARNT and TACC3. Q9Y6A5. AlphaScreen His-ARNT PAS-B/GST-TACC3 binding, luminescence; TACC3 fragment carries E629A point mutation. inhibition, % at 9.99 µM. actives 0.66% (n = 390,000). AID 623870;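 active means mean inhibition of replicates at least 50% and at least half of replicates each reaching 50%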;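 further: 0% = complete ARNT plus TACC3 wells and 100% = ARNT alone without TACC3; many hits fall short of the cut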
# E-sel inducer – induces E-selectin expression in human endothelial cells | AID 686992 | HUVEC E-selectin immunofluorescence imaging; normalized: neutral wells 0, TNF-alpha wells 100 | activation, % at 7.58 µM | actives 0.37% (n = 260,000);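 active means mean E-selectin-positive cell signal at least 10% of the positive control, reached in at least 60% of replicates, without over 20% cell loss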;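 further: in these data hits start at about 27%; measured in HUVEC primary endothelial cells; signal is the percent of cells scored E-selectin positive by PE staining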
# Target sequence (P16581 whole entry, looked up): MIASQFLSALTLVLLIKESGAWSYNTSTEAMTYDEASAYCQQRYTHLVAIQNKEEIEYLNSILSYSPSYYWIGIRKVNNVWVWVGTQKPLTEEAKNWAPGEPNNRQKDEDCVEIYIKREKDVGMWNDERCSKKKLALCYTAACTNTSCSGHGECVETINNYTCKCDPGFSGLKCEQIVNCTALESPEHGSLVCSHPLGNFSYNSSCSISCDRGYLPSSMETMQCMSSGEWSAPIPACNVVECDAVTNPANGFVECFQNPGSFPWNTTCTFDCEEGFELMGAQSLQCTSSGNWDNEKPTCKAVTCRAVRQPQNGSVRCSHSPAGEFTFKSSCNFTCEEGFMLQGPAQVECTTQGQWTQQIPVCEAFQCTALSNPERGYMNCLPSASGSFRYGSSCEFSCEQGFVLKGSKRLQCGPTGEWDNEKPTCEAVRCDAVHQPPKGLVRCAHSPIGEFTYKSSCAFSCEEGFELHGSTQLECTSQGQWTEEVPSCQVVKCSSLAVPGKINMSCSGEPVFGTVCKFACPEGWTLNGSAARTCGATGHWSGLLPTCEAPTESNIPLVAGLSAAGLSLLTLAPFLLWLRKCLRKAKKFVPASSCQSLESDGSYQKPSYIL
#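 System: HUVEC / Compound: single concentration / Signal: immunofluorescence imaging / Read-out: percent E-selectin-positive cells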
# esBAF inh – SWI/SNF esBAF complex inhibition | mouse ES cells, Bmi1-luciferase knock-in reporter, 24 h; 100% = twice the neutral-well signal | reporter increase, % at 12.5 µM | actives 2% (n = 350,000); in the data active means activation above about 40%;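 further: 0% = median of the plate's neutral control wells and 100% = double that signal; a rise in the Bmi1 reporter signal indicates esBAF inhibition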
# CASP6 VEID inh – blocks human caspase-6 cleavage activity | P55212 | purified caspase-6, Z-VEID-R110 cleavage fluorescence | inhibition, % at 12.5 µM | actives 0.53% (n = 350,000);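 active means mean inhibition across replicates at least about 35%, with every replicate also reaching that limit, limit read from the data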;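 further: 0% = median of neutral control wells and 100% = no fluorescence left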
# Target sequence (P55212 24-179 limits assumed): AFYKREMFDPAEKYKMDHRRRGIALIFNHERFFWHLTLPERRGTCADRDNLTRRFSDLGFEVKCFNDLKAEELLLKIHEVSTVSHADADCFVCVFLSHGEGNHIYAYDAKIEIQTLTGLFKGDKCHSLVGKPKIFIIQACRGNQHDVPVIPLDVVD
# Target sequence (P55212 194-293 limits assumed): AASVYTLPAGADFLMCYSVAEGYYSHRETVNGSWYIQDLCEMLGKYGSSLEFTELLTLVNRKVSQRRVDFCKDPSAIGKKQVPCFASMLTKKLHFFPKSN
# RAD54 branch – blocks human RAD54 Holliday junction branch migration. inhibition, % at 10.4 µM. actives 0.14% (n = 360,000). Q92698. FAM/BHQ fluorescence;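 active means mean normalized replicate activity at least 40 and at least half of replicates scoring 40 or more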;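 further: 0% = median of neutral control wells and 100% = median of positive control wells; inhibitors cause a drop in the FAM fluorescence signal; in these data hits start at about 50%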
# PglD DTNB – inhibitors of Campylobacter jejuni PglD acetyltransferase. purified PglD enzyme, DTNB colorimetric CoA detection. inhibition, % at 12.5 µM. actives 0.098% (n = 360,000). AID 602405; in the data active means inhibition above about 16%, passing the limit was not always enough; further: strong numbers were not always called active
# ERp5 inh – blocks human ERp5 reductase activity on insulin; Q15084; ERp5 insulin aggregation, absorbance 650 nm, 90 min; inhibition, % at 9.99 µM; actives 0.05% (n = 350,000);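 active means mean replicate inhibition above about 25%, with every replicate also reaching it, limit read from the data, passing the limit was not always enough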
# Active calls of the source: *; / = no result given.
SMILES	RAD52 inh	ARNT TACC3 PPI	E-sel inducer	esBAF inh	CASP6 VEID inh	RAD54 branch	PglD DTNB	ERp5 inh
COc1ccc(-c2nnc(NC(=O)CS(=O)(=O)c3ccc(Cl)cc3)o2)c(OC)c1	-43	19	/	-9	/	9	0	3
CCOc1ccc(NC(=O)CSc2nc(=O)n(CCN3CCOCC3)c3c2CCCC3)cc1	0	-5	-0.7	3	-2	0	3	1
CC1=NN(c2ccccc2)C(=O)/C1=C\c1ccc(Br)s1	-18	/	2.0	/	1	/	/	-1
Cc1cc(-c2ccccc2)nc2[n+]1CCN2C	/	-8	/	-3	/	2	-5	/
Cc1ccc(S(=O)(=O)CCC(=O)OCn2nnc3ccccc3c2=O)cc1	-19	-4	-0.1	1	-5	-1	4	-2
CCOC(=O)[C@]12CCC=C1N(Cc1ccco1)C(=O)[C@H](CC(=O)NCCCN1CCCC1=O)C2	-22	/	0.1	/	-1	/	/	-3
COCc1ccc(CN2CCCC(CO)(Cc3ccccc3C)C2)o1 (stereo not given)	-10	0	7.3	/	3	/	/	-6
O=C(CSc1nc2ccccc2o1)Nc1ccc(N2CCOCC2)cc1	/	9	/	-1	/	1	0	/
O=[N+]([O-])c1ccc(COc2cccc(CN3CCOCC3)c2)cc1	-7	13	0.1	21	-2	-2	-4	-2
COc1ccccc1C1CCN(Cc2cccc([N+](=O)[O-])c2)CC1	-3	5	/	/	-4	/	/	4
CN1CCN(C(=S)SCc2nc(N)nc(Nc3ccc(F)cc3)n2)CC1	-6	-1	/	/	-1	2	-2	3
C[C@H](O)C#Cc1ccc([C@H]2[C@@H](CO)N3CCCCN(C(=O)c4ccncc4)C[C@H]23)cc1	0	-6	0.1	-4	-1	-5	6	1
Cc1cccnc1N1C(=O)c2ccc(C(=O)O)cc2C1=O	-8	10	0.1	-3	-2	-10	-5	1
O=C1NC(=O)/C(=C/c2ccccn2)S1	-22	16	-1.3	45*	6	0	3	2
S=C1Nc2cc(Cl)ccc2Sc2ccccc21	/	-8	-0.4	/	/	-4	-1	/
CC(CCc1ccccc1)NC(=O)C(=O)c1c[nH]c2ccccc12 (stereo not given)	-3	1	/	-1	0	-2	2	-3
COCCN(C(=S)Nc1ccccc1C)C(C)c1cccs1 (stereo not given)	-11	0	-3.0	-9	0	-3	0	4
O=C(COC(=O)CNC(=O)c1ccc2c(c1)OCO2)Nc1ncc(Cl)cc1Cl	-9	9	/	/	3	/	/	-10
CC(=O)[C@H]1CC[C@H]2[C@@H]3CC=C4C[C@@H](O)CC[C@]4(C)[C@H]3CC[C@]12C	-10	-1	/	-4	2	-9	-3	-2
Cc1ccc(CNC(=O)CCS(=O)(=O)c2ccc(C)cc2)cc1	-1	7	1.6	-5	0	-2	-2	5
O=C(CSc1ccc(-c2ccccc2)nn1)N1CCOCC1	-11	-2	/	13	-2	-6	-1	1
COc1ccc(C#Cc2ccc3c(c2)[C@H]2[C@H](CCN2S(=O)(=O)c2ccc(OC)cc2)[C@H](CO)N3C)cc1	-14	16	-0.4	1	0	5	0	20
O=C(Nc1ccc(-c2ccccc2)cc1)[C@H]1[C@H](CO)[C@H]2Cn3c(cccc3=O)[C@@H]1N2Cc1ccccc1	22	11	-0.6	-6	4	3	3	-1
CN1C(=O)c2cc(NC(=O)C3CC3)ccc2OC[C@@H]2O[C@H](CC(=O)NCc3cccc(F)c3)CC[C@H]21	/	-1	0.0	-2	/	1	0	/
CCNS(=O)(=O)c1ccc(NC(=O)c2ccccc2SCCOC)cc1	-6	-5	20	2	0	-1	-2	2
CCOC(=O)c1ccc(NC(=O)c2cccc(S(=O)(=O)N3c4ccccc4CC3C)c2)s1 (stereo not given)	/	-20	0.0	/	/	-5	-3	/
O=C(C[C@H]1CC[C@H](NC(=O)c2ccc3c(c2)OCO3)[C@H](CO)O1)NCc1ccc(F)cc1	2	-6	-1.9	-1	-1	3	4	13
CO[C@H]1CN(C)C(=O)c2cc(NC(=O)C3CCC3)ccc2OC[C@@H](C)N(CC2CCCCC2)C[C@H]1C	9	-4	0.0	3	3	-2	2	-1
C[C@@H]1CN(c2ccc(N3CCNC[C@H]3C)cc2C#N)CCN1Cc1ccccc1	43	/	0.0	/	-11	/	/	2
N#C[C@@H]1[C@@H](c2ccc(-c3cccc(F)c3)cc2)[C@H](CO)N1S(=O)(=O)c1cccc(F)c1	-123	-18	-0.4	-8	-2	-2	-2	-1
O=c1cc(-c2ccccc2)c2ccc(O)c(CN3CCCCC3)c2o1	/	-2	-0.8	0	/	-6	4	/
O=C(CSc1nnc(-c2cccs2)o1)N1CCCc2ccccc21	/	-7	/	3	/	0	-1	/

# At a glance, part of the list above:
SMILES	RAD52 inh	ARNT TACC3 PPI	E-sel inducer	esBAF inh	CASP6 VEID inh	RAD54 branch	PglD DTNB	ERp5 inh
CN1C(=O)c2cc(NC(=O)C3CC3)ccc2OC[C@@H]2O[C@H](CC(=O)NCc3cccc(F)c3)CC[C@H]21	/	-1	0.0	-2	/	1	0	/
CCNS(=O)(=O)c1ccc(NC(=O)c2ccccc2SCCOC)cc1	-6	-5	20	2	0	-1	-2	2
CCOC(=O)c1ccc(NC(=O)c2cccc(S(=O)(=O)N3c4ccccc4CC3C)c2)s1 (stereo not given)	/	-20	0.0	/	/	-5	-3	/
O=C(C[C@H]1CC[C@H](NC(=O)c2ccc3c(c2)OCO3)[C@H](CO)O1)NCc1ccc(F)cc1	2	-6	-1.9	-1	-1	3	4	13
CO[C@H]1CN(C)C(=O)c2cc(NC(=O)C3CCC3)ccc2OC[C@@H](C)N(CC2CCCCC2)C[C@H]1C	9	-4	0.0	3	3	-2	2	-1
C[C@@H]1CN(c2ccc(N3CCNC[C@H]3C)cc2C#N)CCN1Cc1ccccc1	43	/	0.0	/	-11	/	/	2

# Other records:
SMILES	RAD52 inh	ARNT TACC3 PPI	E-sel inducer	esBAF inh	CASP6 VEID inh	RAD54 branch	PglD DTNB	ERp5 inh
Cc1c(Cl)cnc(NC(=O)COC(=O)c2nn(C)c(=O)c3ccccc23)c1Cl	-23	-6	/	/	8	/	/	2
CO[C@H]1CN(C)C(=O)c2ccc(NC(C)=O)cc2OC[C@@H](C)N(C(=O)c2ccccc2)C[C@H]1C	8	-2	0.5	-5	-4	-12	-1	-3
COCC(=O)Nc1ccc2c(c1)C(=O)N(C)[C@@H]1CC[C@@H](CC(=O)NCC3CCCCC3)O[C@H]1CO2	-9	-6	-0.1	-2	4	5	2	-1
Cc1c(Br)c([N+](=O)[O-])nn1CC(=O)NCc1cccnc1	-11	-6	/	0	-3	-2	0	-6
O=C(NCCO)c1cccc(S(=O)(=O)N2CCCCC2)c1	/	-8	/	-5	/	1	0	/
Cc1cc(CNC(=O)Cn2cc([N+](=O)[O-])cn2)c2ccccc2n1	-3	1	4.5	2	2	8	5	2
O=C(c1ccc(Cl)cc1)c1c[nH]c(C(=O)NNc2ccccc2)c1	-3	-3	1.2	-5	0	/	/	0
CC1(C)Oc2ccc(C(=O)N3CCOCC3)cc2N(CC(=O)N2CCOCC2)C1=O	-1	/	/	/	-1	-5	1	6
CC1(C(=O)NC2CCCCC2)CCC(=O)N1Cc1cccs1 (stereo not given)	-7	2	1.4	-5	2	1	3	5
C[C@H]1CN([C@@H](C)CO)C(=O)CCCn2nncc2CO[C@@H]1CN(C)S(=O)(=O)c1ccc(Cl)cc1	13	-7	0.3	-1	-1	5	2	-2
Cc1cc(C)c(C)c(S(=O)(=O)N2CCC(C(=O)NCC(c3ccccc3)N(C)C)CC2)c1C (stereo not given)	8	3	0.4	-6	-6	2	-6	0
O=C(NCc1ccco1)c1ccc(S(=O)(=O)N2CCCCC2)cc1	-7	3	/	/	-4	/	/	-1
CC(Sc1nnc2c(n1)[nH]c1ccccc12)C(=O)N(C)C1CCCCC1 (stereo not given)	-14	26	-0.1	8	4	-3	-2	1
CC(CNC(=O)CCCn1ncn2c(cc3occc32)c1=O)c1ccccc1 (stereo not given)	-4	-12	/	6	2	-1	4	0
COCCN1CCN(C(=O)C2CCC(=O)N(CCc3ccc(Cl)cc3)C2)CC1 (stereo not given)	-7	-5	0.0	-5	5	2	0	-2
CCn1c(SCC(=O)N2c3ccccc3Sc3ccccc32)nc2c1c(=O)n(C)c(=O)n2C	/	-2	/	-2	/	7	-3	/
COc1ccc(CNC(=S)Nc2cccc(Cl)c2)cc1	-7	/	-0.1	8	6	-8	0	0
CCCN1C(=O)/C(=C/c2c(NCCCOCC)nc3c(C)cccn3c2=O)SC1=S	/	-7	/	2	/	-9	4	/
O=C(N1CCOCC1)N(CCN1CCOCC1)Cc1cccc(Cl)c1	/	-9	/	-8	/	-17	-1	/
Cc1cccc(Nc2ncnc3nc[nH]c23)c1C	-22	-6	0.3	5	0	-10	0	-2
O=C(Cc1cccs1)Nc1cccc(-c2nc3cc4ccccc4cc3[nH]2)c1	-14	-12	/	/	-1	/	/	4
CCOC(=O)C1CCN(C(=O)CS(=O)Cc2nc(-c3ccc(C)cc3)oc2C)CC1 (stereo not given)	6	/	0.3	7	0	-4	-3	-1
CCCC(=O)Nc1ccc2c(c1)OC[C@@H](C)N(C(=O)c1cnccn1)C[C@H](C)[C@H](OC)CN(C)C2=O	-4	4	-0.2	-3	3	-2	0	1
CCNC(=O)C[C@@H]1CC[C@@H]2[C@@H](COc3ccc(NC(=O)Nc4ccccc4Cl)cc3C(=O)N2C)O1	-8	-5	0.1	3	-3	5	0	-5
CCOCCCNC(=O)C(NC(=O)c1ccc(=O)[nH]c1)c1ccc(C)cc1 (stereo not given)	-15	0	0.0	7	0	-4	-4	-1
CCS(=O)(=O)Nc1ccc2c(c1)C(=O)N(C)C[C@H](OC)[C@@H](C)CN(C(=O)C1CC1)[C@H](C)CO2	17	-8	0.2	-4	-6	-3	-2	-9
Cc1noc(C)c1NC(=O)Nc1ccc2c(c1)C(=O)N([C@@H](C)CO)C[C@H](C)[C@@H](CN(C)Cc1ccc(C(F)(F)F)cc1)O2	-5	-1	/	-2	6	3	-1	3
Cc1noc(C)c1NC(=O)Nc1cccc2c1O[C@@H](CN(C)S(=O)(=O)c1ccc(Cl)cc1)[C@H](C)CN([C@@H](C)CO)C2=O	-13	-5	0.0	-1	5	-3	2	21
O=C(N/N=C\c1ccc(Cl)cc1)C1=NOC2COC3(CCN(c4ccc([N+](=O)[O-])cc4)CC3)OCC12 (stereo not given)	-4	9	-0.2	3	-1	1	-9	2
O=C1CCN(S(=O)(=O)c2ccccc2)CCN1CCOCc1ccccc1	-6	-3	0.0	-2	-2	-3	8	-2
O=C(NNS(=O)(=O)c1ccc(F)cc1)C1CCN(S(=O)(=O)c2ccccc2)CC1	1	2	/	/	1	/	/	-2
